FID counter: fluorescent intercalator displacement, NS3 helicase counter-screen | inhibition, % at 7.9 µM | hit rate 0.17% among 290,000 | DNA fluorescent intercalator displacement, fluorescence; in the data active = inhibition above about 37%;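 also: 0% = vehicle and 100% = reference compound; higher means more ethidium bromide displaced from hairpin DNA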
pCIP destab: p/CIP protein destabilization. Q05BA5. F442A p/CIP-EGFP cells, EGFP fluorescence, 16 h. decrease of EGFP signal, % at 10 µM. hit rate 0.01% among 290,000. AID 1984;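 active = EGFP signal decrease of at least 30% at 10 µM or well 3 SD below plate mean, unless failing retest; inactive = the rest, including hits failing retest or dose response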; also: some compounds called inactive have numbers as strong as hits; many of its hits are not listed in these tables
NS3 helicase inh: inhibitors of Hepatitis C virus NS3 helicase; NS3 helicase DNA unwinding, Cy5 molecular beacon fluorescence; hit rate 0.56% among 290,000; inhibition, % at 10.9 µM;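 active = inhibition above the mean of all tested compounds plus 3 SD, set per campaign, cut at about 35% in these data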;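 also: 0% = DMSO wells and 100% = thioflavine S control wells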
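Measured by: Cy5 fluorescence, 0 and 60 min reads / Assay system: NS3 helicase fragment of HCV / Control set: low DMSO, high thioflavine S at 110 µM / Times: 1 h reaction at 25 °C, ATP-initiated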
IDE act: IDE (human) activation, cell-based; P14735; HEK cells, FAbeta-B cleavage, fluorescence polarization; 0% vehicle, 100% cell-free pure enzyme wells; activation, % at 5.96 µM; hit rate 0.073% among 340,000; AID 493087;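 active = activation above the mean of all tested compounds plus 3 SD, set per screening campaign, cut at about 17% in these data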
VIM-2 inh: blocks Pseudomonas aeruginosa VIM-2 metallo-beta-lactamase; hit rate 0.89% among 290,000; inhibition, % at 5.6 µM; AID 1527; purified VIM-2, nitrocefin hydrolysis, epi-absorbance fluorescence;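 active = inhibition above the mean of all tested compounds plus 3 SD, cutoff set per screening run, cut at about 7.5% in these data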;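 also: red hydrolysis product quenches plate fluorescence so inhibitors raise well fluorescence; 0% = enzyme with DMSO and 100% = DMSO without enzyme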
M18AAP inhibitor: blocks P. falciparum M18 aspartyl aminopeptidase | recombinant PfM18AAP, H-Glu-NHMec fluorogenic cleavage | inhibition, % at 7.35 µM | hit rate 1.2% among 290,000 | AID 1822;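 active = inhibition above the campaign mean inhibition over all tested compounds plus 3 SD, cut at about 28% in these data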;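 also: 0% = plate median of test compound wells and 100% = 2 mM ZnCl2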
IDE cell inh: cellular human IDE inhibition; P14735; inhibition, % at 5.59 µM; hit rate 0.41% among 320,000; HEK cells, FAbetaB cleavage, fluorescence polarization;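 active = percent inhibition above the average of all tested compounds plus 3 SD, set per screening campaign, cut at about 16% in these data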;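 also: IDE supplied by intact live HEK cells; FP after avidin binding of uncleaved biotin substrate so inhibition keeps polarization high; 0% = DMSO wells and 100% = 60 µM reference IDE inhibitor Ii1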
IMP-1 inh: inhibitors of Pseudomonas aeruginosa IMP-1 metallo-beta-lactamase; purified IMP-1, nitrocefin hydrolysis, epi-absorbance fluorescence; inhibition, % at 5.6 µM; hit rate 0.45% among 290,000;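 active = inhibition above the mean plus 3 SD of all compounds in the same screening run, cut at about 4.5% in these data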;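 also: 0% = IMP-1 with DMSO and 100% = DMSO wells lacking enzyme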
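System: purified recombinant IMP-1 beta-lactamase. Medium: Zinc- and detergent-supplemented HEPES buffer, pH 7.1. Compound: one 5.6 µM dose […]. Schedule: 15 min preincubation plus 25 min reaction at 25 °C. Technique: Epi-absorbance fluorescence, 480 nm excitation, 530 nm emission.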
SUMO HTRF inh: inhibitors of human SUMOylation (UBC9) | P63279 | HTRF SUMOylation assay, SAE1/SAE2 + UBC9, in vitro | inhibition, % at 35 µM | hit rate 0.36% among 290,000; in the data active = inhibition above about 50%, passing the limit was not always enough; also: strong numbers were not always called active
Target sequence (P63279 whole entry, looked up): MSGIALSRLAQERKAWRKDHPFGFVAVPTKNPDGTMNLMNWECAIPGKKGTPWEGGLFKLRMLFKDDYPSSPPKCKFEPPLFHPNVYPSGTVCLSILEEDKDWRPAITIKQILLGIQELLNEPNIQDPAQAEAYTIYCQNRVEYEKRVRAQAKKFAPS
* marks the source's active call; other numbers are inactive results.

For O=C(CN(C(=O)CNC(=O)c1ccco1)c1cccc(F)c1)NC1CCCCC1 the results were FID counter -20, pCIP destab -5, NS3 helicase inh 2, IDE act 2, VIM-2 inh -2.3, M18AAP inhibitor -8, IDE cell inh -2, IMP-1 inh -0.8 and SUMO HTRF inh 12.
For CN(C)c1nc(C(=O)NN)nc(N(C)C)n1 the results were FID counter -7, pCIP destab 1, NS3 helicase inh -6, IDE act 2, VIM-2 inh -2.8, M18AAP inhibitor 5, IDE cell inh 2, IMP-1 inh -1.5 and SUMO HTRF inh 12.
For COc1cccc2cc(S(=O)(=O)c3ccc(C)cc3)/c(=N/NS(=O)(=O)c3ccc(C)cc3)oc12 the results were FID counter -2, pCIP destab 0, NS3 helicase inh -3, IDE act -2, VIM-2 inh -0.5, M18AAP inhibitor 1, IDE cell inh 0, IMP-1 inh -2.0 and SUMO HTRF inh 9.
`COc1ccc(-c2nn(-c3ccccc3)cc2C(=O)OCC(=O)c2ccc(C)c([N+](=O)[O-])c2)cc1` gave FID counter -4, pCIP destab 2, NS3 helicase inh 4, IDE act 5, VIM-2 inh -6.1, M18AAP inhibitor -5, IDE cell inh -9, IMP-1 inh -3.0 and SUMO HTRF inh -2.
Screening Cc1ccc(OCC(=O)N2CCc3ccccc3C2)cc1 returned FID counter -31, pCIP destab -6, NS3 helicase inh 18, IDE act 5, VIM-2 inh 0.2, M18AAP inhibitor 2, IDE cell inh 5, IMP-1 inh -3.7 and SUMO HTRF inh -9.
For CC1CCCN(C(=O)C(=O)Nc2ccc3nc4n(c(=O)c3c2)CCCCC4)C1 (stereo unspecified) the results were FID counter -29, pCIP destab -2, NS3 helicase inh 16, IDE act 1, VIM-2 inh -4.4, M18AAP inhibitor 6, IDE cell inh -1, IMP-1 inh -4.1 and SUMO HTRF inh 10.
`CC1CCN(c2ccc3nnc(CCC(=O)N4CCN(c5ccccc5F)CC4)n3n2)CC1` gave FID counter -53, pCIP destab 6, NS3 helicase inh 11, IDE act 1, VIM-2 inh 0.1, M18AAP inhibitor 5, IDE cell inh 3, IMP-1 inh -1.2 and SUMO HTRF inh -1.
For C/C(=N\Nc1cc(N2CCOCC2)nc(C)n1)c1ccc(F)cc1 the results were FID counter -16, pCIP destab -12, NS3 helicase inh -20, IDE act 4, VIM-2 inh -0.4, M18AAP inhibitor -1, IDE cell inh 2, IMP-1 inh -2.0 and SUMO HTRF inh 4.
O=S(=O)(c1ccc(Cl)c(S(=O)(=O)N2CCCC2)c1)N1CCCC1 was read as FID counter -12, pCIP destab -18, NS3 helicase inh -3, IDE act -1, VIM-2 inh 0.7, M18AAP inhibitor 0, IDE cell inh 0, IMP-1 inh -3.5 and SUMO HTRF inh 31.
For CCOC(=O)N1CCC(NC(=O)c2ccc3c(c2)N=C(CC)c2cc(C)ccc2S3)CC1 the results were FID counter -58, pCIP destab -8, NS3 helicase inh -21, IDE act 9, VIM-2 inh -1.1, M18AAP inhibitor -1, IDE cell inh 4, IMP-1 inh -4.2 and SUMO HTRF inh 0.
For CCOc1ccccc1NC(=O)CSc1nc2ccccc2c(=O)n1CC1CCCO1 (stereo unspecified) the results were FID counter -39, pCIP destab -10, NS3 helicase inh 0, IDE act -5, VIM-2 inh 0.8, M18AAP inhibitor 2, IDE cell inh 4, IMP-1 inh -2.4 and SUMO HTRF inh -9.
Screening CCCCNC(=O)C1CC(c2cccc(F)c2)=NO1 (stereo unspecified) returned pCIP destab -14, IDE act -4, IDE cell inh 1 and SUMO HTRF inh 17.
Screening NS(=O)(=O)c1cccc(NC(=O)COC(=O)Cn2cnc3ccccc32)c1 returned FID counter 0, pCIP destab -3, NS3 helicase inh -1, IDE act 13, VIM-2 inh -1.6, M18AAP inhibitor 5, IDE cell inh 3, IMP-1 inh -1.7 and SUMO HTRF inh 8.
For CCc1ccc(-c2cc(C)no2)cc1S(=O)(=O)NC(C)Cc1ccco1 (stereo unspecified) the results were FID counter -29, pCIP destab 3, NS3 helicase inh -10, IDE act 4, VIM-2 inh -3.9, M18AAP inhibitor -5, IDE cell inh 3, IMP-1 inh -2.0 and SUMO HTRF inh -14.
For C[C@@H](CO)NC(=O)c1ccc2c3n(nc2c1)-c1ccccc1CO3 the results were pCIP destab 2, IDE act 1, IDE cell inh 6 and SUMO HTRF inh 29.
O=C(COc1ccccc1C(=O)O)Nc1ccc(SC(F)F)cc1 was read as FID counter -13, pCIP destab -6, NS3 helicase inh 16, IDE act 3, VIM-2 inh -1.6, M18AAP inhibitor -4, IDE cell inh 12, IMP-1 inh -1.7 and SUMO HTRF inh 4.
CC1CN(CCCCOc2ccc(Cl)c3ccccc23)CC(C)O1 (stereo unspecified) was read as FID counter 18, pCIP destab -38, NS3 helicase inh -63, IDE act 2, VIM-2 inh 1.0, M18AAP inhibitor -9, IDE cell inh 0, IMP-1 inh 4.5* and SUMO HTRF inh 4.
COC(=O)c1ccc(CN2C(=O)C3CCCCC3C2=O)o1 (stereo unspecified) was read as FID counter -1, pCIP destab -12, NS3 helicase inh 10, IDE act 5, VIM-2 inh -2.9, M18AAP inhibitor 0, IDE cell inh -3, IMP-1 inh -4.6 and SUMO HTRF inh 12.
`Cc1ccc(NC(=O)CN(C)CC(=O)NC2CCCc3ccccc32)cc1` (stereo unspecified) gave FID counter -25, pCIP destab -8, NS3 helicase inh -6, IDE act 1, VIM-2 inh -1.7, M18AAP inhibitor -1, IDE cell inh -1, IMP-1 inh -3.2 and SUMO HTRF inh -2.
Screening CCN(CC)S(=O)(=O)c1ccc(NS(=O)(=O)c2cccc(C)c2)cc1 returned FID counter -14, pCIP destab -10, NS3 helicase inh -5, IDE act 1, VIM-2 inh 0.9, M18AAP inhibitor -11, IDE cell inh 1, IMP-1 inh -0.9 and SUMO HTRF inh 9.
For O=C(CN1CCN(C/C=C/c2ccccc2)CC1)Nc1ccc(F)cc1F the results were FID counter -4, pCIP destab 0, NS3 helicase inh -1, IDE act 5, VIM-2 inh -3.6, M18AAP inhibitor 7, IDE cell inh -5, IMP-1 inh -3.3 and SUMO HTRF inh 2.
`COc1ccc(/C=C(\C#N)C(=O)OCCNC(=O)c2ccncc2)cc1` gave FID counter -3, pCIP destab 1, NS3 helicase inh 11, IDE act 0, VIM-2 inh -3.1, M18AAP inhibitor 4, IDE cell inh 5, IMP-1 inh -1.4 and SUMO HTRF inh -1.
Cc1ccc(C(C)C)cc1S(=O)(=O)Nc1cccnc1 was read as FID counter -12, pCIP destab -8, NS3 helicase inh -2, IDE act 2, VIM-2 inh -0.2, M18AAP inhibitor -3, IDE cell inh 5, IMP-1 inh -0.2 and SUMO HTRF inh -7.
For CCCc1nc2ccccc2n2cc3c(=O)n(C)c(=O)n(C)c3c12 the results were FID counter -1, NS3 helicase inh 4, VIM-2 inh -6.4, M18AAP inhibitor 1 and IMP-1 inh -3.7.
For CCN(CC)CCNC(=O)c1ccc(NC2=NC3CS(=O)(=O)CC3S2)cc1 (stereo unspecified) the results were FID counter -3, pCIP destab -1, NS3 helicase inh 5, IDE act -1, VIM-2 inh -2.2, M18AAP inhibitor -3, IDE cell inh 4, IMP-1 inh -3.8 and SUMO HTRF inh 2.
CC(C)(C)c1ccc(-c2nc(-c3ccncc3)no2)cc1 was read as FID counter -5, pCIP destab 5, NS3 helicase inh -2, IDE act 3, VIM-2 inh 0.2, M18AAP inhibitor 1, IDE cell inh 5, IMP-1 inh -1.1 and SUMO HTRF inh 4.
Cc1nnc2ccc(-c3cccc(NC(=O)c4ccc(Br)o4)c3)nn12 was read as FID counter -14, pCIP destab -14, NS3 helicase inh -1, IDE act -1, VIM-2 inh 10*, M18AAP inhibitor -7, IDE cell inh 3, IMP-1 inh -2.9 and SUMO HTRF inh 29.
COc1ccc(C(=O)c2ccc(OC)c(OC)c2)cc1 was read as FID counter -15, pCIP destab 0, NS3 helicase inh 3, IDE act -1, VIM-2 inh -0.2, M18AAP inhibitor 1, IDE cell inh -4, IMP-1 inh -0.1 and SUMO HTRF inh -6.
COc1cc(=O)n(C)c2ccccc12 was read as FID counter -2, pCIP destab -12, NS3 helicase inh 0, IDE act 2, VIM-2 inh 1.5, M18AAP inhibitor 3, IDE cell inh 0, IMP-1 inh -1.7 and SUMO HTRF inh 12.
Cc1cccn2c(=O)c3cc(C#N)c(=O)n(CCCN4CCOCC4)c3nc12 was read as FID counter 6, pCIP destab -1, NS3 helicase inh 1, IDE act 10, VIM-2 inh 2.8, M18AAP inhibitor 1, IDE cell inh -2, IMP-1 inh -3.1 and SUMO HTRF inh 19.
`CCC(C(=O)NCCc1ccc(OC)c(OC)c1)n1nc(C)n2c(cc3occc32)c1=O` (stereo unspecified) gave FID counter -30, pCIP destab -3, NS3 helicase inh 8, IDE act 1, VIM-2 inh -2.9, M18AAP inhibitor 6, IDE cell inh 2, IMP-1 inh -3.9 and SUMO HTRF inh 5.
Screening Cc1sc2c(c1C)C(=O)/C(=C\Nc1ccccn1)S(=O)(=O)N2C returned FID counter -4, pCIP destab -10, NS3 helicase inh -7, IDE act -2, VIM-2 inh -3.0, M18AAP inhibitor -3, IDE cell inh 0, IMP-1 inh -4.5 and SUMO HTRF inh 12.

Among those listed so far, 6 have an aryl methoxy group.
For COc1cccc2cc(S(=O)(=O)c3ccc(C)cc3)/c(=N/NS(=O)(=O)c3ccc(C)cc3)oc12 the results were FID counter -2, pCIP destab 0, NS3 helicase inh -3, IDE act -2, VIM-2 inh -0.5, M18AAP inhibitor 1, IDE cell inh 0, IMP-1 inh -2.0 and SUMO HTRF inh 9.
`COc1ccc(-c2nn(-c3ccccc3)cc2C(=O)OCC(=O)c2ccc(C)c([N+](=O)[O-])c2)cc1` gave FID counter -4, pCIP destab 2, NS3 helicase inh 4, IDE act 5, VIM-2 inh -6.1, M18AAP inhibitor -5, IDE cell inh -9, IMP-1 inh -3.0 and SUMO HTRF inh -2.
`COc1ccc(/C=C(\C#N)C(=O)OCCNC(=O)c2ccncc2)cc1` gave FID counter -3, pCIP destab 1, NS3 helicase inh 11, IDE act 0, VIM-2 inh -3.1, M18AAP inhibitor 4, IDE cell inh 5, IMP-1 inh -1.4 and SUMO HTRF inh -1.
COc1ccc(C(=O)c2ccc(OC)c(OC)c2)cc1 was read as FID counter -15, pCIP destab 0, NS3 helicase inh 3, IDE act -1, VIM-2 inh -0.2, M18AAP inhibitor 1, IDE cell inh -4, IMP-1 inh -0.1 and SUMO HTRF inh -6.
COc1cc(=O)n(C)c2ccccc12 was read as FID counter -2, pCIP destab -12, NS3 helicase inh 0, IDE act 2, VIM-2 inh 1.5, M18AAP inhibitor 3, IDE cell inh 0, IMP-1 inh -1.7 and SUMO HTRF inh 12.
`CCC(C(=O)NCCc1ccc(OC)c(OC)c1)n1nc(C)n2c(cc3occc32)c1=O` (stereo unspecified) gave FID counter -30, pCIP destab -3, NS3 helicase inh 8, IDE act 1, VIM-2 inh -2.9, M18AAP inhibitor 6, IDE cell inh 2, IMP-1 inh -3.9 and SUMO HTRF inh 5.

Assay outcomes (PubChem)
